SR-BI uptake up = activators of SR-BI mediated DiI-HDL uptake, primary screen, ldlA[mSR-BI] CHO cells, DiI fluorescence; 3 h; 100 = double the neutral-control signal; AID 504775, 2011; 320,000 tested, 0.096% active; activation, % at 12.5 µM;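 active = mean replicate activation of at least 60% and every replicate at or above 60%; inconclusive = mean or all-replicate condition met, but not both; inactive = mean below 60% and not all replicates reaching 60%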;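 note: 0% = median plate neutral-control signal and 100% = twice that signal; values of inactives mirror those of a sister screen read the other way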
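Test system: SR-BI-overexpressing, LDLR-lacking CHO cells; Medium: Ham's F12 with 0.5% BSA, HEPES 25 mM, pH 7.4; Schedule: 3 h, 37 °C; Technique: bottom-read fluorescence, 550/595 nm.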
dFosB activator = activators of delta FosB homodimer, primary screen, biochemical, fluorescence polarization, TAMRA-CDK5 oligo, single point; Protein FosB (Mus musculus), P13346; purified delta FosB; percent of positive-control signal above neutral wells; activation, % at 25 µM; 340,000 tested, 0.99% active; AID 493131, 2011;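 active = mean activation above about 17%, with every replicate also reaching it, limit read from the data, passing the limit was not always enough; inconclusive = only one of the two conditions met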;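 note: fluorescence polarization rise as delta FosB binds a TAMRA Cdk5 AP-1 oligo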
PvdQ inh = P. aeruginosa PvdQ acylase inhibitors, primary screen, biochemical, fluorescence, plate reader and imaging, single point; PvdQ acylase [Pseudomonas aeruginosa LESB58]; purified PvdQ acylase; inhibition, % at 10 µM; 340,000 tested, 0.063% active; AID 488965, 2010; in the data active = inhibition above about 30%, passing the limit was not always enough; inconclusive = no clear call, values can overlap the other calls;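 note: 0% = vehicle neutral wells and 100% = reference inhibitor wells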
SR-BI DiI inh = inhibitors of SR-BI mediated HDL lipid uptake, primary screen, ldlA[mSR-BI] cells, fluorescence, single point | Scavenger receptor class B member 1 (Mus musculus), Q61009 | ldlA[mSR-BI] CHO cells, DiI-HDL uptake fluorescence, 3 h | inhibition, % at 12.5 µM | 320,000 tested, 0.96% active;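 active = mean replicate inhibition of at least 70% and a set share of replicates each scoring 70 or more; inconclusive = meets just one of the two criteria; inactive = fails both criteria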;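 note: 0% = median of neutral control wells and 100% = median of positive control wells; values of inactives mirror those of a sister screen read the other way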
Target sequence (Q61009 whole entry, looked up): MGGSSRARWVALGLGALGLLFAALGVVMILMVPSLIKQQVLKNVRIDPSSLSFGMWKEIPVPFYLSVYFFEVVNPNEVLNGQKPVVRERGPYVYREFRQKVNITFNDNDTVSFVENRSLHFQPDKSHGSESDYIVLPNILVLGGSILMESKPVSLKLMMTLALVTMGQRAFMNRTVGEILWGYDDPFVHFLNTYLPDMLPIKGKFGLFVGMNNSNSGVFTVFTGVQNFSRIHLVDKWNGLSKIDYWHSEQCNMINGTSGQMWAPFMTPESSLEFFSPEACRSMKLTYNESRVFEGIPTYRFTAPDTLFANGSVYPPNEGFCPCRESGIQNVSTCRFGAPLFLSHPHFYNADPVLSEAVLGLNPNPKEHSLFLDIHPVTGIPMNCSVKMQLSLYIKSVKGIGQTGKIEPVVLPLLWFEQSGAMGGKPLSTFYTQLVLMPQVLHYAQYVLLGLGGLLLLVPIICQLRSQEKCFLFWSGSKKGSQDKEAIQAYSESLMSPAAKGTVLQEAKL
CAL PDZ FP-1 = CAL PDZ peptide-binding inhibitors, primary screen, biochemical, fluorescence polarization, Cer-tagged CAL PDZ, HTS; AID 504414, 2011; inhibition, % at 20 µM; 330,000 tested, 0.02% active; purified CAL PDZ, TMR-peptide fluorescence polarization, 1 h;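 active = highest replicate inhibition of at least 40%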;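 note: plate controls were DMSO neutral control wells for no effect and unlabeled competitor peptide control wells for full effect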
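Test system: tagged CAL PDZ domain / Buffer or medium: sodium phosphate/NaCl buffer pH 7.4 with TCEP, IgG, Thesit / Reagent: TMR-labelled reporter peptide T*-PRC34 bound in PDZ groove / Compound dosing: single point, 20 µM / Schedule: 1 h incubation at room temperature before polarization reading / Technique: fluorescence polarization (mP) / Benchmarks: unlabelled peptide, DMSO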
MITF act = activators of MITF-driven TRPM1 promoter reporter, primary screen, cell-based, SK-MEL-5, luciferase, single point; SK-MEL-5 TRPM1-promoter luciferase, 24 h; % of positive control, neutral wells = 0; activation, % at 12.5 µM; 300,000 tested, 0.75% active; AID 588334, 2011;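 active = mean activation of at least 80% with every replicate also reaching 80%; inconclusive = mean reaches 80% but some replicate falls short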;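 note: 0% = neutral control wells and 100% = parthenolide positive control wells; values of inactives mirror those of a sister screen read the other way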
Rtt109 Vps75 = inhibitors of C. albicans Rtt109/Vps75 HAT, primary screen, biochemical, ThioGlo CoA-SH fluorescence, plate reader; Histone acetyltransferase RTT109 (Candida albicans (strain SC5314 / ATCC MYA-2876)), …; purified Rtt109/Vps75, 4 h; inhibition, % at 34.9 µM; 330,000 tested, 0.16% active; AID 540336, 2011;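 active = inhibition of at least 50% in every replicate; inconclusive = best replicate reaches 50% inhibition but some replicates fall short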
Target sequence (Q5AAJ8 whole entry, looked up): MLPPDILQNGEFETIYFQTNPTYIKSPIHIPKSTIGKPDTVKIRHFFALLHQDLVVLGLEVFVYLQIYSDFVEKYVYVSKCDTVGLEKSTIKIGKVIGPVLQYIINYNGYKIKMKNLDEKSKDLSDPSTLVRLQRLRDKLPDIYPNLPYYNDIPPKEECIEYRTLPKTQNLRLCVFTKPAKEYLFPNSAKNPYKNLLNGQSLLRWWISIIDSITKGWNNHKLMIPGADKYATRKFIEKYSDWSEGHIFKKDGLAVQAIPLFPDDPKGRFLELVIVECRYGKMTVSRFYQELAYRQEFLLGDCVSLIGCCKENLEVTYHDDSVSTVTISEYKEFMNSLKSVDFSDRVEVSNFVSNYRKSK
NSD2 HMT inh = NSD2 histone methyltransferase inhibitors, primary screen, biochemical, AlphaScreen, single concentration, set 2 | Histone-lysine N-methyltransferase NSD2 (Homo sapiens), O96028 | NSD2 peptide methylation, 120 min | inhibition, % at 12.5 µM | 310,000 tested, 0.54% active; in the data active = inhibition above about 50%
PfHsp90 yeast 2 = growth inhibition of PfHsp90-expressing yeast, primary screen, antimalarial PfHsp90 inhibitor project, S. cerevisiae, BacTiter-Glo luminescence, single point, set 2; BacTiter-Glo ATP, 48 h; yeast lacking PDR1 and PDR3 efflux regulators; inhibition, % at 9.4 µM; 310,000 tested, 0.32% active;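 active = every replicate shows inhibition above about 80%, whatever the replicate mean, limit read from the data; inconclusive = mean inhibition reaches the set limit but some replicate falls short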;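 note: 0% = DMSO neutral controls and 100% = 20 µM radicicol positive controls; yeast relying on Plasmodium falciparum Hsp90 in place of its own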
CAL PDZ FP-2 = untagged CAL PDZ binding inhibitors, primary screen, biochemical, fluorescence polarization, HTS | purified CAL PDZ, TMR-peptide fluorescence polarization, 1 h | 300,000 tested, 0.92% active | AID 602252, 2012 | inhibition, % at 24.9 µM;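 active = mean inhibition of at least 30% with at least half of replicates also reaching 30%; inconclusive = no clear call, values can overlap the other calls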;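 note: 0% = DMSO neutral control and 100% = excess unlabeled competitor peptide PRC23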
Starred values were filed as active, the others as inactive; ? = inconclusive; . = not tested or not shown; + = active, no number.

SMILES	dFosB activator	SR-BI DiI inh	Rtt109 Vps75	SR-BI uptake up	PfHsp90 yeast 2	CAL PDZ FP-2	CAL PDZ FP-1	MITF act	PvdQ inh	NSD2 HMT inh
Cn1c(N)c(C(=O)COC(=O)c2ccc(-c3ccccc3)cc2)c(=O)n(C)c1=O	-15	45	0	-45	-5	-2	-4.2	6	-7	0
COc1cccc(N=Nc2c(N)[nH][nH]c2=O)c1	3	-6	-2	6	-10	0	-0.2	38	-6	2
COC(=O)c1ccc(N=Cc2c(C(F)(F)F)[nH][nH]c2=O)cc1	-4	-1	18	1	20	0	-2.2	28	-1	1
CC(C)n1cnc2c(N(C)c3ccccc3)nc(N(CCN(C)C)Cc3ccccc3)nc21	-5	-39	14	39	27	-1	1.3	16	10	.
CC(C)(C)n1nc2c(c1NC(=O)c1ccc([N+](=O)[O-])cc1)CS(=O)(=O)C2	4	.	6	.	-61	-7	-1.3	7	-7	3
O=C(O)c1ccccc1-c1ccccc1C(=O)Nc1cccc(-c2nc3ccccc3o2)c1	-21	-16	13	16	-27	-17	-3.7	1	-13	1
COCCn1c(SCC(=O)Nc2ccc(F)cc2)nc2c([nH]c3ccccc32)c1=O	11	7	-7	-7	6	1	-0.4	-24	-4	-1
O=C(CSC1=NS(=O)(=O)c2cc(F)ccc2N1)Nc1ccc(F)cc1	-6	2	-6	-2	-17	-4	0.1	-11	-9	0
CC(=O)c1ccc(NC(=S)NCC(c2ccco2)N2CCCC2)cc1 (configuration not stated)	-5	-23	0	23	-1	.	-0.9	6	-12	-1
CCN(CC(=O)Nc1c(F)cccc1F)C(=O)CNC(=O)COc1ccccc1	1	18	-1	-18	0	-1	0.1	5	-14	2
Cc1ccc(NC(=O)CCN2C(=O)c3ccccc3C2=O)cc1	-10	-22	2	22	8	.	-0.3	4	4	-4
CCc1nnc(NS(=O)(=O)c2ccc(NC(=O)CCC(=O)O)cc2)s1	3	-33	1	33	-5	-1	.	3	-1	-3
Cc1ccc(NC(=O)COC(=O)c2ccc(Cl)cc2)cc1S(=O)(=O)N(C)C	-14	30	0	-30	-8	1	-21	1	-11	-5
O=C1c2ccccc2NC(c2ccccc2F)N1NS(=O)(=O)c1ccccc1 (configuration not stated)	0	-7	6	7	3	8	-0.5	7	5	1
COc1ccc(NC(=O)c2ccc(-c3ccc(C(C)=O)cc3)o2)cn1	-8	61	3	-61	4	.	-4.3	35	3	0
Cc1ccc(OCCn2c(=O)n(C)c3ccccc32)cc1	-2	-1	3	1	-111	2	-2.5	39	-8	2

Individual results from the list:
`COc1ccc(NC(=O)c2ccc(-c3ccc(C(C)=O)cc3)o2)cn1` in dFosB activator shows -8
`CCc1nnc(NS(=O)(=O)c2ccc(NC(=O)CCC(=O)O)cc2)s1` in PvdQ inh shows -1

Following part
SMILES	dFosB activator	SR-BI DiI inh	Rtt109 Vps75	SR-BI uptake up	PfHsp90 yeast 2	CAL PDZ FP-2	CAL PDZ FP-1	MITF act	PvdQ inh	NSD2 HMT inh
Nc1nc(N)c(N=Nc2ccc(Cl)cc2)c(=O)[nH]1	?	-16	-4	16	-11	2	-0.1	37	-12	-2
Cc1ccc2c(c1)C(=O)C(=O)N2Cc1ccccc1	-8	3	3	0	24	-4	-0.3	-10	-21	.
CCOc1cc(C)ccc1OCc1nnc(SCC(=O)Nc2cccc(C(=O)O)c2)n1-c1ccccc1	-4	23	-3	-23	13	-3	-0.7	.	-3	-2
COc1ccccc1N(CC(=O)NCc1ccco1)C(=O)CCC(=O)Nc1ccccn1	-12	.	-4	.	13	-3	-2.7	2	-12	-2
COc1ccc(C2c3c(oc4ccccc4c3=O)C(=O)N2CC2CCCO2)cc1 (configuration not stated)	0	8	-8	-8	.	0	-0.7	-11	-2	-2
N#CC1=C(N)N2C(=C(C#N)C1c1cccc(Br)c1)Nc1ccccc12 (configuration not stated)	27*	31	7	-31	0	-3	-2.4	-46	-8	-2
Cc1cc(S(=O)(=O)N2CCCCC2CCNC(=O)C(=O)NC2CC2)ccc1F (configuration not stated)	-3	-14	-12	14	-18	-1	-2.0	-6	1	-3
O=c1[nH]c2ccccc2s1	-5	-8	-8	8	-14	-2	-0.6	1	-13	.
CSc1ccccc1NC(=O)CN1CCN(S(=O)(=O)c2ccccc2[N+](=O)[O-])CC1	-6	-1	-5	1	.	+	-0.9	6	-20	-1
COc1ccc(C2C(C(=O)c3ccco3)=C(O)C(=O)N2CCCn2ccnc2)c(OC)c1 (configuration not stated)	-8	.	5	.	-1	-3	-2.5	11	5	2
C=CCn1cnc2scc(-c3ccccc3)c2c1=O	-4	-13	3	13	4	-4	-1.0	7	-15	-3
Cc1ccc(CN(C)CC(=O)Nc2ccccc2C(=O)NC2CC2)o1	-2	-15	-1	15	31	-2	-0.3	.	-2	-2
CCCCCCC(=O)O	4	-11	18	11	6	-1	0.5	.	6	.
CC(C)CNC(=O)C(=O)NCC1CCCN1S(=O)(=O)c1cccs1 (configuration not stated)	-4	-6	-1	6	.	1	-1.8	10	-12	-1
CCCCn1c(N)c(N(CC(C)C)C(=O)CC(NC(=O)c2ccccc2)c2ccccc2)c(=O)[nH]c1=O (configuration not stated)	-2	-9	32	9	5	-3	-1.6	-8	0	-3
O=C(CCl)NCCNC(=O)c1cc(OCC(F)(F)F)ccc1OCC(F)(F)F	-3	-4	-5	4	-17	3	0.2	-8	-5	0
COC(=O)Cn1c(=NC(=O)c2ccc(Cl)s2)sc2cc(F)ccc21	-6	37	-4	-37	-4	2	-1.2	10	14	2
COC(=O)c1cc(C(=O)OC)n(Cc2ccc(F)cc2)c1C	-8	39	12	-39	-6	-7	-0.9	11	5	0
Cc1ccc(C(=O)/C=C/c2c(C)nn(-c3ccccc3)c2Cl)cc1	-15	16	-4	-16	-13	-2	-1.3	44	-10	1
O=C(Nc1ccccc1-c1nc2ccccc2[nH]c1=O)c1cccs1	-13	11	-6	-11	0	-10	-3.3	-7	-4	0
CCCc1cc(=O)oc2cc(OCC(=O)NCCCN3CCOCC3)c(Cl)cc12	-2	12	11	-12	-6	-2	-1.4	2	9	-2
CCCCc1ccc(-c2csc(/C(C#N)=C\c3ccco3)n2)cc1	-10	18	9	-18	-21	-4	-1.9	-4	14	4
COc1ccccc1/C=N/NC(=O)CCn1cnc2ccccc21	-6	-19	.	19	37	-1	-2.1	5	-9	-2
CC(C(=O)NCCS(=O)(=O)c1ccc(Cl)cc1)S(=O)(=O)c1ccc(Cl)cc1 (configuration not stated)	1	-37	11	37	9	-1	0.3	-12	4	-1
CC(=O)Nc1ccc(CN2CCCC(CO)(Cc3cccc(Cl)c3)C2)cc1 (configuration not stated)	-5	.	1	.	-9	-4	-1.7	3	1	0
Cc1cc(NC(=O)/C=C/c2ccc(F)cc2)n(-c2nc3ccccc3[nH]2)n1	-13	65	-9	-65	-2	3	-1.6	31	-7	-2
COc1ccccc1Oc1cn[nH]c1-c1ccc(OCC(=O)NN)cc1O	-6	32	0	-32	3	0	-3.2	.	-19	9
CN=c1scc(-c2ccc([N+](=O)[O-])cc2)n1/N=C/c1ccco1	0	20	6	-20	10	-3	0.6	35	-13	-1
O=C(NC1CCCC1)C(c1ccccc1F)N(C(=O)c1csnn1)c1ccccc1 (configuration not stated)	-7	.	2	.	15	7	-2.8	0	3	1
O=C1CSc2ccc(S(=O)(=O)NCc3ccccc3)cc2N1	-2	-4	29	4	7	4	-0.4	2	12	0
O=C(/C=C/c1ccco1)NC(=S)Nc1ccccc1	-5	-10	4	10	-14	0	-0.9	.	7	6
CC12C=CC(=O)C=C1CCC1C2C(=O)CC2(C)C1CCC2(O)C(=O)CO (configuration not stated)	3	-20	8	20	3	-2	-0.2	5	3	.
N#C/C(=C/c1ccncc1)c1nc2ccccc2s1	-5	49	5	-49	-80	-2	-1.5	-6	-1	-1
CC(C)COc1ccc(-c2nn(-c3ccccc3)cc2CO)cc1	-10	0	-3	0	13	2	-1.5	-2	-14	-3
COc1ccc2cc3cc(C(=O)NCc4ccccn4)oc3nc2c1	-31	16	-3	-16	14	-1	-1.6	12	-33	3
CN(C(=O)COn1nnc2ccc(Cl)cc21)C1CCS(=O)(=O)C1 (configuration not stated)	4	-8	-1	8	-7	.	-0.6	3	2	-1
CCCOc1ccc(NC(=O)CC2C(=O)N(Cc3ccccc3)C(=S)N2Cc2cccs2)cc1 (configuration not stated)	-3	27	-6	-27	-13	0	0.5	-1	-3	-5
C#CCNC(=O)C1=C[C@@H](c2ccc3c(c2)OCO3)C[C@@H](OCc2ccc(CO)cc2)O1	-7	17	-4	-17	4	0	-1.0	-11	-18	.
CCCCP(=O)(c1ccccn1)c1ccccn1	-8	-25	25	25	-11	.	-1.3	-4	4	12
COc1ccc(-c2n[nH]c(=S)n2-c2ccc3c(c2)OCCO3)cc1OC	-3	-10	1	10	8	1	-2.0	27	-2	5
CC(=O)Oc1ccccc1C1OC(=O)c2ccccc2N1C(C)=O (configuration not stated)	-6	-14	10	14	14	.	0.4	.	0	0
O=C(Nc1ccc(CN2CCCCC2)cc1)c1c(F)c(F)c(F)c(F)c1F	2	0	-6	0	-1	0	-0.1	3	-6	0
COc1ccccc1/C=C(/NC(=O)c1ccccc1)C(=O)NCCCn1ccnc1	-13	-14	-11	14	8	2	-1.3	2	4	-1
CCOCCc1nnc(NC(=O)c2cc(OC)c(OC)cc2[N+](=O)[O-])s1	-6	-3	5	3	-20	-4	-1.7	-13	-15	-1

Screens from PubChem BioAssay.
